# POLH inh: blocks human DNA polymerase eta activity; Potency, µM (top dose mostly 114 µM), without a hit: at the top dose activity change, negative = inhibition, hits mostly inhibitors; actives 1.2% (n = 390,000); Q9Y253; recombinant Pol eta, fluorescent DNA replication assay; note: potency is the fitted concentration of half-maximal effect; % is set by controls: 0 for no effect and ±100 for the full control effect
#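 Pol eta (10 nM) was preincubated with compounds for 15 min at room temperature, after which fluorescent replication substrate (50 nM final) was added to start the reaction. Fluorescence was read kinetically at 0 and 10 min.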
# Anesthetic bind: binds horse apoferritin like a general anesthetic | Potency, µM (highest dose often 77.5 µM), inactives show at the highest dose activity change, negative = displacement, usual class: inhibitors | apoferritin/1-aminoanthracene competitive binding, fluorescence | P02791 | AID 485281 | actives 0.074% (n = 350,000); note: potency is the fitted concentration of half-maximal effect; % is set by controls: 0 for no effect and ±100 for the full control effect; nearly all actives have a fitted effect of over 20% in size
# Target sequence (P02791 2-175 limits assumed): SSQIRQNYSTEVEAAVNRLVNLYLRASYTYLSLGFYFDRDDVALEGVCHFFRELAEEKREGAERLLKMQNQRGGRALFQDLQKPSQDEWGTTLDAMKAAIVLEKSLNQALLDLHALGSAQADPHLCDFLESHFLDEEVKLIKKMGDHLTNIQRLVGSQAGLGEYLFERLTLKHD
#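 Steps: apoferritin (10 uM) was premixed with half-saturated 1-AMA in PBS, compounds were pin-transferred, plates stood 10 min at room temperature, fluorescence was read at 380/535 nm, and curves were fitted with a Hill equation.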
# POLB inh: inhibitors of human DNA polymerase beta | actives 1.3% (n = 340,000) | AID 485314 | Potency, µM (highest dose often 114 µM), for the others: at the highest dose activity change, negative = inhibition, actives largely listed as inhibitors | P06746 | Pol beta primer extension/strand displacement, fluorescence kinetic; note: potency is the fitted concentration of half-maximal effect; % is set by controls: 0 for no effect and ±100 for the full control effect
#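 Curves were derived by four-parameter Hill fits of normalized qHTS data. The kinetic fluorescent primer-extension read was taken at 0 and 10 min after 50 nM substrate, following a 15 min room-temperature preincubation of 10 nM enzyme with compounds.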
# ALOX12 inh: ALOX12 (human) lipoxygenase inhibition. Potency, µM (series often up to 108 µM), without a hit: at the top dose activity change, negative = inhibition, usual class: inhibitors. purified 12hLO, xylenol orange hydroperoxide absorbance. actives 1.1% (n = 580,000). P18054. AID 1671190; note: potency is the fitted concentration of half-maximal effect; % is set by controls: 0 for no effect and ±100 for the full control effect
# Target sequence (P18054 whole entry, looked up): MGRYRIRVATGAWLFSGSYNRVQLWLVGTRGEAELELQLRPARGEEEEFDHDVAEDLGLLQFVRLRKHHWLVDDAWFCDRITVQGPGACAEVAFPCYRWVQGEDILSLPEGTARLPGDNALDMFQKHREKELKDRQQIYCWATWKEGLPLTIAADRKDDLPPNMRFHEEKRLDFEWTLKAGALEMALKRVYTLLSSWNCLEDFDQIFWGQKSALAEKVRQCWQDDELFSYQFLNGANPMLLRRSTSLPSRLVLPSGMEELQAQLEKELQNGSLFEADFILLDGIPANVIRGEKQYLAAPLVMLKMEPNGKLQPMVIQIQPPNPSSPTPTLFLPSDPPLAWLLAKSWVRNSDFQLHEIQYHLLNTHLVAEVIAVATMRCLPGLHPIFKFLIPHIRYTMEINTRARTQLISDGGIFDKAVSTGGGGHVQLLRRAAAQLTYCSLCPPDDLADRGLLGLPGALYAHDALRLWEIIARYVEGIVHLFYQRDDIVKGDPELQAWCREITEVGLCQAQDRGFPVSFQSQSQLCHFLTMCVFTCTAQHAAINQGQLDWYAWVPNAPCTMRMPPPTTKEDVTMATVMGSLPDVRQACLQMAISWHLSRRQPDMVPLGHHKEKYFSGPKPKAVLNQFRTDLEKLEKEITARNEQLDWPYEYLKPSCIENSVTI
#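 Hydroperoxide product was detected by ferrous iron/xylenol orange as the 573 to 405 nm absorbance ratio. Arachidonic acid at 40 uM (final) was turned over for 30 min at room temperature by 150 nM human 12hLO, pH 7.0 Hepes buffer, after 15 min compound preincubation.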
# LDHA inh: blocks human lactate dehydrogenase A; P00338; activity change, % (values are at about 110 or 230 µM); actives 0.15% (n = 480,000); purified LDHA, NADH/diaphorase-resazurin fluorescence; active compounds read low; in the data active = activity change below about -30%; inconclusive = mostly about -25% to -30%;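 note: plate controls were DMSO wells for no effect and wells without enzyme for full effect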
#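 Resorufin fluorescence (ex540/em590), read at 0 and 20 min after diaphorase/resazurin addition, reports the NADH left after a 5 min room-temperature reaction of 2 nM human LDH5 with 0.06 mM NADH and 0.2 mM pyruvate.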
# RGS4 inh: blocks human RGS4-accelerated GTP hydrolysis; actives 0.039% (n = 390,000); Transcreener GDP fluorescence polarization, RGS4-accelerated GTP hydrolysis; P49798; AID 504845; Potency, µM (titrated, usually from 114 µM), inactives show at the highest dose activity change, negative = inhibition, most hits filed as inhibitors; note: potency is the fitted concentration of half-maximal effect; % is set by controls: 0 for no effect and ±100 for the full control effect; nearly all actives have a fitted effect of over 75% in size; some results filed as inactive show a strong effect at the top dose
# Target sequence (P49798 whole entry, looked up): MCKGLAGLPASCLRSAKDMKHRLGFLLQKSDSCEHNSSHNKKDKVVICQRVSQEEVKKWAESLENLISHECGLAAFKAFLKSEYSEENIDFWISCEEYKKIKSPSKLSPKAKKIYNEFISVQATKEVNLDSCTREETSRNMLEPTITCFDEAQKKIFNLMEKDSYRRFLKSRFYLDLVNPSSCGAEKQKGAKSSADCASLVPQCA
#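 MLSMR compounds (23 nl, pin-transferred) preincubated 10 min at room temperature with a 500nM (2x) first reagent, then RGS4 at 900nM (2x) plus Transcreener GDP mix added; fluorescence polarization (620/688 nm) read before and after 90 min at 30 °C.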
# APEX1 inh: blocks human APE1 abasic DNA cleavage; recombinant APE1, TAMRA/BHQ-2 abasic DNA cleavage fluorescence; Potency, µM (top dose mostly 65.8 µM), without a hit: top-dose activity change, negative = inhibition, usual class: inhibitors; actives 0.35% (n = 350,000);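 note: potency is the fitted concentration of half-maximal effect; plate controls were vehicle for no effect and reference inhibitor for full effect; nearly all actives have a fitted effect of over 55% in size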
#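 Measures dequenching upon AP-site incision of a 5'-TAMRA/3'-BHQ-2 THF-containing duplex, 50 nM; human APE1 0.75 nM after 15 min room-temperature exposure to compound; kinetic three-point read at one-minute spacing.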
# ERG Ets-DNA blk: ERG Ets/DNA interaction inhibition; actives 0.028% (n = 370,000); AID 624246; P11308; Potency, µM (series often up to 76.9 µM), without a hit: at the top dose FP activity, negative = inhibition, hits mostly inhibitors; fluorescence polarization, His-ERG Ets domain / labelled DNA; active = well fitted inhibition curve with a large enough effect in the polarisation, with a control signal flat; inconclusive = small, poorly fitted or top-dose-only effect, or effect the other way, or a change in a side signal; inactive = no such curve, though single readings can be large or run the other way; the % refers to the polarisation;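 note: polarization taken with two DNA probes labelled with fluorescein and Texas red; potency is the fitted concentration of half-maximal effect; % of control where 0% means no effect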
#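 His-tagged ERG Ets domain (1 uM in the protein solution; 300mM KCl, 50mM Tris-HCl, 1mM EDTA, 1mM DTT, pH 7.5) received compound, then a probe mix of 5 nM fluorescein-DNA and 100nM Texas-615-DNA. Fluorescence polarization was read for both dyes.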
# Pol kappa inh: DNA polymerase kappa (human) inhibition; purified Pol kappa, fluorescent DNA synthesis assay, 10 min; actives 0.53% (n = 400,000); Potency, µM (highest dose often 107 µM), for inactives: at the top dose activity, negative = inhibition, actives largely listed as inhibitors; note: potency is the fitted concentration of half-maximal effect; % is set by controls: 0 for no effect and ±100 for the full control effect
#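 Readout: fluorescence, taken kinetically at 0 and 10 min. Conditions: 10 nM Pol kappa, 15 min RT compound preincubation, 50 nM substrate final. Controls: enzyme-free buffer wells.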
# The depositor's hits bear a star; ? = inconclusive; / = not tested or not shown; & = joins results of further samples; [ ] = remark or other dose. Unless noted, calls come from the whole dose curve; as a rule, active = well fitted curve in the direction sought with a large enough effect; inconclusive = small, poorly fitted or top-dose-only effect, or another doubt; inactive = no such curve, though single readings can be large; an effect the other way counts as inactive or inconclusive.
molecule | RGS4 inh | Anesthetic bind | Pol kappa inh | POLB inh | POLH inh | LDHA inh | ERG Ets-DNA blk | ALOX12 inh | APEX1 inh
Cc1c(Cl)cccc1-n1ncc(C(=O)N2CCN(c3ncccn3)CC2)c1C1CCN(C(=O)OC(C)(C)C)CC1 | -7% | -10% | 4% | 1% | -19% | -2 | 0% | -20% | /
COc1cccc(/C=N/NC(=S)NCc2ccco2)c1OC | 10% | 6% | -2% | 0% | -5% | -6 | 2% | ? | -3%
N#C/C(=N/Nc1ccc([N+](=O)[O-])cc1)C(=N)N1CCCCC1 | 18% | -22% | -2% | 29% | 0% | -7 | 2% | ? | 19%
O=C(CSc1n[nH]c(Cc2ccccc2)n1)Nc1ccccc1Br | -28% | ? | 2% | -3% | -19% | 2 | 3% | 6% | 90%
CCN(CC)C(=O)c1cc(Cl)ccc1NC(=O)c1ccco1 | -7%[11.4 µM] | -4% | 3% | 0% | 16% | -10 | -12% | -1% | 2%
O=C(Nc1ccc2c(c1)OCO2)N1CCN(S(=O)(=O)c2ccc(Cl)cc2)CC1 | 2% | 5% | -1% | -14% | -6% | 7 | -3% | 0% | -5%
COC(=O)Cc1cc(=O)n2[nH]c(SC)nc2n1 | 14% | -14% | 1% | 2% | 10% | -4 | -1% | -16% | 4%
N#Cc1nc(COc2ccc(Cl)cc2Cl)oc1N1CCOCC1 | -19% | -12% | -3% | 30% | -15% | -2 | 10% | 5% | -3%
CC1C(=O)Nc2ccc(S(=O)(=O)N3CCCCC3)cc2NC1=O (centres undefined) | -13% | -13% | -7% | 9% | -15% | -11 | -1% | -13% | /
COCCN1C(=O)c2oc3ccccc3c(=O)c2C1c1ccc(O)c(OC)c1 (centres undefined) | -13% | -13% | 2% | ? | -6% | 0 | 9% | 6%[57.4 µM] | 13%
CCOc1ccc(N2C(=O)c3ccccc3NC2(C)CC)cc1 (centres undefined) | 0% | / | 2% | / | -13% | -7 | 10% | 131%[activator] | 35%
N#Cc1ccc(OCC(=O)Nc2nc(-c3cccnc3)cs2)cc1 | -12% | / | -20% | / | 50µM* | 1 | 1% | 0% | -7%
C=CC[C@H](CC(=O)N(CCO)Cc1ccccc1)C(=O)N[C@H](COC(=O)[C@H](CC=C)CC(=O)OC(C)(C)C)Cc1ccccc1 | -19% | / | -1% | / | -18% | 10 | -17% | -1% | 21%
CC(C)c1ccc2oc(-c3cc(NC(=O)c4cccnc4)ccc3Cl)nc2c1 | 2% | ? | -10% | 6% | ? | 0&-1 | 3% | ? | /
COc1ccc(-c2cc(C(=O)N(C)CC(=O)Nc3ccccc3Br)c3ccccc3n2)cc1OC | -3% | / | -4% | / | -8% | -6 | 9% | ? | -4%
Cc1cc(C)c(NC(=O)Cn2nc(-c3ccncc3)ccc2=O)c(C)c1 | -13% | 1% | -11%[60.1 µM] | -1% | -13% | -1 | 2% | 4% | /
COC(=O)c1ccc(C(=O)OC)c(NC(=O)CSCc2ccc(Cl)cc2)c1 | 0% | -6% | -7% | 29% | -22% | 0 | 1% | 7% | -1%
COC1=CC(=O)C(C2CC(=O)c3c(O)cc(O)cc3O2)=CC1=O (centres undefined) | ? | / | 32µM* | / | ? | 46 | 2% | ? | /
O=C(NCCc1ccccc1)c1ccc2c(c1)N(Cc1ccc(F)cc1Cl)C(=O)CS2 | 0% | 0% | -2% | 0% | -15% | 3 | 4% | 0% | /
CC1CN(S(=O)(=O)c2cccc(C(F)(F)F)c2)CC(C)O1 (centres undefined) | -9% | -1% | -9% | 21% | -27% | -2 | 5% | 0% | -2%
Cc1ccc(S(N)(=O)=O)cc1NC(=O)c1ccc2c3c(cccc13)CC2 | 13% | ? | -6% | -3% | 1% | -7 | 13% | 0% | 52%
Cc1ccc(C(=O)NCC2CCCO2)cc1[N+](=O)[O-] (centres undefined) | 2% | -11% | -2% | 3% | -20% | 4 | -5% | 0% | 2%
N#Cc1ccc(S(=O)(=O)N2CCN(c3nc(-c4cccs4)nc4ccccc34)CC2)cc1 | 6% | / | 1% | / | / | -4&6 | / | 5% | /
COc1cc(OC)c(OC)cc1/C=C/C(=O)OCC(=O)Nc1c(C)n(C)n(-c2ccccc2)c1=O | 30% | / | -9% | / | -6% | 0 | 3% | 173%[activator] | /
COc1cc(NC(=O)SC2=NCCS2)cc(OC)c1 | -38% | -8% | 0% | -4% | -22% | 7 | -4% | 0% | -8%
O=C(Nc1nnc(S(=O)(=O)Nc2ccccc2)s1)c1ccccc1Cl | -13%&-19% | -8%&-11% | -9%&0% | -8%&-2% | -11%&-12% | -1&-3 | 10%&-5% | -8%&3% | 31%
Cc1ccc(Cl)cc1N1CCN(C(c2ccc(F)cc2)c2nnc(-c3ccccc3)o2)CC1 (centres undefined) | 4% | -10% | -1% | 0% | -1% | 0 | -1% | 5% | /
COc1ccc(C(C)=O)cc1CSc1nncn1C | -9% | -5% | -6% | 15% | -5% | -2 | 12% | 7% | 1%
CC(=O)Nc1ccc(S(=O)(=O)NC2CCSc3ccccc32)cc1 (centres undefined) | 34% | -6% | -15% | 31% | -5% | -4 | 7% | 0% | 36%
O=C(c1ccccc1Br)N(Cc1ccccc1F)C1CCS(=O)(=O)C1 (centres undefined) | 18% | -7% | 13% | 24% | -18% | -3 | -10% | -1% | /
O=c1[nH][nH]c2cc([N+](=O)[O-])ccc12 | 25% | / | -36% | / | -3% | -2 | -4% | -19% | /
CN(C)c1ccc(CNC(=O)C2CCN(c3nnc(-n4cccc4)s3)CC2)cc1 | -43% | -5% | -13% | ? | ? | 3 | 1% | 3% | /
CC(=O)C1=C(O)C(=O)N(CCc2ccccc2)C1c1ccccc1[N+](=O)[O-] (centres undefined) | -1% | -3% | 5% | 21% | -6% | 5 | -2% | -22% | 2%
COC(=O)/C(=N/Nc1cccc(C)c1)N1CCCc2ccccc21 | -12% | -11% | 1% | 4% | 0% | -1 | / | -11% | 2%
CNC(=O)c1cc(Oc2ccc(NC(=O)Nc3ccc(Cl)c(C(F)(F)F)c3)cc2)ccn1 | -1% | / | -20% | / | -9% | -1&-4 | 13% | 11% | -19%
O=C(CCS(=O)(=O)c1ccc2c(c1)NC(=O)CO2)Nc1cccc(C(F)(F)F)c1 | 1% | 58%[activator] | 1% | 3% | -18% | 0 | -3% | -28% | /
O=C1CN(C(=O)c2cccc([N+](=O)[O-])c2)CC(=O)N1 | 9% | -17% | 9% | 89% | -14% | 0 | 44%[activator] | 12% | 3%
COc1ccc(C(=O)NCc2ccccn2)cc1 | 25% | -9% | -6% | 0% | 10% | -1 | 1% | -2% | 7%
O=C(Nc1ccc(-c2nnc3n2CCCCC3)cc1)c1cnccn1 | 13% | -4% | -21% | 7% | 2% | -3 | -1% | 5% | 2%
COc1cc(NC(=O)COc2ccc(-n3ccnc3)cc2)cc(OC)c1 | 2% | -3% | -15% | -8% | -17% | -8 | -2% | ? | -3%
O=C1Nc2ccc(Br)cc2/C1=N\N=C\C1=C(N2CCOCC2)C(=C/c2ccccc2)/CC1 | -7% | / | -6% | / | -10% | 9 | -14% | ? | /
COc1ccccc1-n1nnnc1SCC(=O)Nc1oc(C)c2c(C)n[nH]c(=O)c12 | 0% | / | -6% | / | -1% | 3 | -3% | ? | -6%
CC(C)CSc1oc(-c2ccco2)nc1S(=O)(=O)c1ccc(Br)cc1 | 8% | -7% | -7% | -10% | -2% | 2 | -9% | ? | /
Cn1c(=O)c2c(ncn2CC(O)CNc2ccc(Cl)cc2)n(C)c1=O (centres undefined) | -5% | -14% | 3% | 19% | 10% | 0 | 1% | 0%[57.4 µM] | 2%
COc1ccc2[nH]c(C)c(CCN(Cc3cccs3)C(=S)Nc3cccc(F)c3)c2c1 | -33% | -2% | -11% | -2% | -8% | 0 | 1% | / | 1%
Cc1ccc(C(C)C)c(OCCSc2nc(-c3ccccc3F)nc3cc(=O)[nH]n23)c1 | 3% | -9% | -11% | 16µM* | ? | -3 | -5% | -9% | /
O=C(N/N=C/c1cccnc1)c1ccccc1Br | -30% | -5% | 0% | 64% | -17% | -1 | -3% | 0% | -11%
CC(C)(C)c1ccc(C(=O)NNC(=O)CNC(=O)c2cccs2)cc1 | -1% | / | 19% | / | -8% | -1 | 9% | 11% | 6%
Cc1ccc(C)c(S(=O)(=O)N2CCN(C(=O)CCCc3c[nH]c4ccccc34)CC2)c1 | -13% | / | -9% | / | -25% | -3 | -8% | -17% | 36%
COc1cc(C(=O)Nc2ccc(S(=O)(=O)Nc3cc(C)nc(C)n3)cc2)cc(OC)c1OC | -45% | -2% | -4% | 19% | -15% | -1 | ? | 2% | 1%
COC(CNC(=O)c1ccc(N2CCc3ccccc32)c([N+](=O)[O-])c1)OC | -8% | -2% | -16% | 19% | -6% | 1 | / | ? | -1%
O=C(NCCCNCc1ccccc1)c1ccccn1 | -45%&-26% | -6% | -12%&11% | 17% | -14%&-5% | -2&-4 | 5%&2% | -2%&0% | 3%
Cc1nnc(SCC(C)C)[nH]c1=O | -22%[56.9 µM] | -2% | -6% | 2% | -5% | -4 | 0% | 0% | 1%
Cc1nc2nc(C)c(CCC(=O)NC(C)c3ccc4c(c3)OCCO4)c(C)n2n1 (centres undefined) | 2% | -10% | -15% | 18% | -16% | -5 | -1% | ? | -5%
CCc1c(C)n2nc(C)cc2[nH]c1=O | 5% | 5% | -2% | 8% | -16% | 5 | -7% | -23% | 0%

# These rows are one share of the data; count on the stated rates, not on these rows.
